Screening data (PubChem)
HIV fusion peptide: cell-free HIV fusion peptide-binding blockers – biochemical, uHTS, fluorescence dequenching, primary screen (AID 1986). inhibition, % at 20 µM; hits with a dose series show IC50 in µM. cell-free peptide binding, fluorescence dequenching, 30 min; higher % means a stronger effect. hit rate 0.3% among 290,000; in the data active = inhibition mostly above about 52%, no sharp cut-off; inactive = mostly below about 76%; note: some results filed as inactive read as strong as hits
AID2073: inhibitors of Mint1-CaV2.2 protein interaction, biochemical, HTRF (AID 2073) | hit rate 0.19% among 290,000 | HTRF protein-protein interaction, Mint1-CaV2.2; higher % means a stronger effect | inhibition, % at 20 µM, or IC50 in µM where a hit was titrated; in the data active = inhibition mostly above about 51%, no sharp cut-off; inconclusive = no clear call, values can overlap the other calls; inactive = mostly below about 53%; note: some results filed as inactive read as strong as hits
RSV antiviral HEp-2: RSV antiviral activity via CPE protection, HEp-2 cells, primary 10 µM value included (AID 2391) | CPE inhibition, % at 10 µM, or IC50 in µM where a hit was titrated | hit rate 0.13% among 310,000 | HEp-2 cells, RSV-induced CPE inhibition; higher % means a stronger effect; in the data active = a potency from the dose series; inconclusive = CPE inhibition mostly from about 23% at the one dose, without a potency; inactive = the rest, 99 in 100 with CPE inhibition below about 21%; note: strong numbers were not always called active
Dengue-2 NS5 capping: Dengue-2 NS5 methyltransferase inhibitors, primary screen, biochemical, confirmation dose response (AID 588689). Dengue-2 NS5 methyltransferase capping enzyme assay, biochemical; higher % means a stronger effect. one-dose inhibition, % at 25 µM; IC50 in µM for titrated hits. hit rate 0.3% among 340,000; in the data active = a potency from the dose series; inconclusive = inhibition above about 29% without an active follow-up result
Large T inhibition: SV40 large T antigen inhibitors, biochemical (AID 1903); one-dose inhibition, % at 20 µM; IC50 in µM for titrated hits; SV40 large T antigen ATPase/helicase inhibition assay; higher % means a stronger effect; hit rate 0.39% among 310,000; in the data active = a potency from the dose series; inconclusive = inhibition mostly from about 32% at the one dose, without a potency; inactive = the rest, 99 in 100 with inhibition below about 32%; note: strong numbers were not always called active
XIAP displacement: XIAP antagonists, biochemical, IAP family, fluorescence polarization (AID 1018). one-dose displacement, % at 20 µM; IC50 in µM for titrated hits. XIAP BIR domain, fluorescence polarization peptide displacement; higher % means a stronger effect. hit rate 0.007% among 200,000; in the data active = displacement above about 50%; note: a part of the inactive calls stands beside numbers as strong as those of hits
MgcRacGAP inhibition: MgcRacGAP GTPase-activating activity inhibitors, confirmation, biochemical, ADP Hunter fluorescence; inhibition, % at 30 µM; hits with a dose series show IC50 in µM; MgcRacGAP-stimulated Rac1 GTP hydrolysis, ADP Hunter fluorescence; higher % means a stronger effect; GST-tagged Rac1 F28L mutant substrate; hit rate 0.6% among 340,000;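 active = first-screen hits whose inhibition reached a set limit at any dose in the follow-up dose series; inconclusive = inhibition above the set first-screen limit but never retested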;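 note: fluorescence reports GDP produced by GAP-driven GTP hydrolysis; strong numbers were not always called active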
Siah-1 displacement: Siah-1 peptide-binding antagonists, primary screen, biochemical, fluorescence polarization, rhodamine-plectin, uHTS (AID 1817); displacement, % at 20 µM, or IC50 in µM where a hit was titrated; Siah-1 / rhodamine-plectin peptide fluorescence polarization; higher % means a stronger effect; hit rate 0.02% among 290,000;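 active = displacement of at least 50% at 20 µM, with a fluorescence ratio check between 0.3 and a set limit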;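 note: plate controls were Siah plus tracer with DMSO for no effect and tracer alone without Siah for full effect; strong numbers were not always called active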
LYP inhibition: inhibitors of LYP phosphatase, biochemical, fluorescence intensity, uHTS (AID 1779); hit rate 0.054% among 290,000; recombinant LYP phosphatase, fluorescence intensity; higher % means a stronger effect; one-dose inhibition, % at 11.5 µM; IC50 in µM for titrated hits; in the data active = inhibition above about 50%;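 note: plate controls were vehicle with enzyme for no effect and no enzyme for full effect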
Dengue-2 NS5 capping pilot replicate: also measured in Dengue-2 NS5 capping; calls as there; inhibition, %; measured here: pilot screen replicate inhibition
Starred values were filed as active, the others as inactive; ? = inconclusive; · = not tested or not shown. Random draw from the library. About 1.7% of those tested had a hit in this group.

SMILES | HIV fusion peptide | AID2073 | RSV antiviral HEp-2 | Dengue-2 NS5 capping | Large T inhibition | XIAP displacement | MgcRacGAP inhibition | Siah-1 displacement | LYP inhibition | others
CC(=O)N1CCN(S(=O)(=O)c2ccc(C)cc2)C1c1ccc(N(C)C)cc1 (configuration not stated) | 0.5% | 0% | 2.3% | -1% | 18% | 3.7% | -8% | 0% | -9%
c1ccc(CNn2c(N3CCOCC3)nc3ccccc32)cc1 | -1.1% | 2% | · | 2% | -5% | -12% | 12% | -1% | 5%
NNc1nnc2c3cc(F)ccc3n(Cc3ccccc3)c2n1 | -3.6% | 0% | · | -5% | 8% | · | -2% | -4% | -2%
CCS(=O)(=O)N1CCC(C(=O)Nc2ccc(C(C)=O)cc2)CC1 | -0.3% | 13% | 0.6% | -3% | 4% | · | 8% | -8% | -4%
CN(CC1COCCO1)c1nc2nonc2nc1N1CCSCC1 (configuration not stated) | 2.4% | -7% | 5.0% | -9% | 6% | -1.6% | -5% | 6% | -5%
CC(C)Cn1c(N)c(C(=O)CSc2nnnn2C)c(=O)n(C)c1=O | 3.4% | 4% | 1.9% | -7% | 4% | -3.8% | 6% | 3% | -12%
Cc1ccnc2nc(C(=O)Nc3nnc(CC(C)C)s3)nn12 | -1.4% | 10% | 1.4% | -3% | 7% | -1.1% | 12% | -3% | -9%
CC1Cc2ccccc2N1C(=O)CCn1c(=O)sc2ccccc21 (configuration not stated) | -1.8% | 11% | -0.7% | -3% | 2% | · | 5% | 5% | -4%
COc1ccccc1C(=O)Nc1ccnn1C1CCN(Cc2ccc3nonc3c2)CC1 | 0.7% | 4% | 0.5% | 5% | 8% | · | 7% | 7% | -10%
O=C(O)C1CCC(c2ccc(-c3ccccc3)cc2)CC1 (configuration not stated) | 4.2% | 1% | 6.3% | -13% | 10% | · | 9% | -3% | -9%
C=CCSc1nnc(-c2nnc(SCC=C)n2-c2ccccc2)n1-c1ccccc1 | -2.9% | -22% | 0.1% | 6% | 4% | -2.6% | 6% | -1% | -6%
COc1cccc(OCCN2CCN(c3ncnc4c3cnn4-c3ccccc3)CC2)c1 | -2.3% | 14% | 7.2% | -5% | -3% | -6.3% | 6% | -4% | -6% | Dengue-2 NS5 capping pilot replicate=-7.2
Cc1ccc(N2CC(C(=O)N3CCC(c4nc5ccccc5[nH]4)CC3)CC2=O)cc1C (configuration not stated) | · | · | -1.3% | 1% | 8% | · | 4% | · | ·
Cc1ccc(N(C(=O)Cn2nnc(-c3ccc(F)cc3)n2)C(CC(C)C)C(=O)NCC2CCCO2)cc1 (configuration not stated) | 0.5% | 7% | 1.8% | -1% | 3% | 0.3% | 2% | 8% | 8%
CN(Cc1ccccc1)S(=O)(=O)c1ccc(Cl)c(C(=O)NCc2cccnc2)c1 | · | · | ? | 7% | 7% | · | -1% | · | ·
CCOc1ncccc1C(=O)NCc1ccc(C)cc1 | -1.8% | -1% | 3.1% | -8% | 0% | -1.2% | 14% | -4% | -3%
CCOC(=O)N1CCN(CC(O)COCc2ccc(Cl)cc2)CC1 (configuration not stated) | 0.1% | 3% | · | 1% | 14% | -1.9% | 11% | -1% | -4%
Cc1cc(O)c(S(=O)(=O)c2ccccc2)c(C)c1NS(=O)(=O)c1ccccc1 | -1.0% | 4% | 7.4% | 2% | 0% | · | -6% | -3% | -8%
O=C(NCCOc1ccccc1Cl)C(=O)Nc1ccccc1 | 3.1% | -4% | 3.2% | -1% | 6% | 0.9% | -9% | 2% | -8%
CCC1CCCCN1CCCNC(=O)CNC(=O)c1nn(-c2ccc(OC)c(Cl)c2)c(=O)c2ccccc12 (configuration not stated) | -0.6% | 20% | -0.5% | -2% | -1% | · | 2% | -5% | -1%
COc1ccc(NC(=O)c2cnc3n(c2=O)CCS3)cc1OC | -1.7% | 9% | 0.2% | -3% | -2% | -7.9% | 3% | 2% | 1%
COc1ccc(NC(=O)C23CCC(C)(C(=O)C2)C3(C)C)cc1 (configuration not stated) | -0.7% | -5% | 0.7% | 4% | 4% | -5.2% | 10% | -1% | -4%
Cc1ccc(C(=O)n2nc(-c3ccco3)nc2N)cc1 | -3.0% | -2% | 0.8% | -6% | 8% | -4.0% | 10% | 7% | -7%
CCOC(=O)NC1(C(F)(F)F)C(=O)N(Cc2ccccc2)C2=C1C(=O)CC(C)(C)C2 (configuration not stated) | -2.3% | -4% | 0.1% | -6% | 11% | -3.5% | 4% | 1% | -5% | Dengue-2 NS5 capping pilot replicate=-2.1
CSCC[C@H](NS(=O)(=O)c1ccc(C)cc1)C(=O)N1CCC(C(=O)N[C@@H](Cc2ccccc2)C(=O)O)CC1 | 1.1% | 14% | 1.4% | -4% | · | · | 3% | 20% | -10%
O=C(NCCc1ccc(Cl)cc1)C1CCC(CNc2nc(=S)[nH]c3ccccc23)CC1 (configuration not stated) | -0.3% | 31% | -0.9% | -5% | 6% | -7.3% | -2% | -3% | -2%
CS(=O)(=O)c1ccc2nc(NC(=O)c3cccs3)sc2c1 | 3.5% | 14% | 0.6% | · | 21% | -3.2% | 9% | 5% | 0%
COc1cccc(OC)c1C(=O)Nc1ccc2c(c1)CCCN2S(=O)(=O)c1ccc(C)cc1 | 1.1% | 15% | · | 3% | 27% | · | 4% | -1% | 3%
COc1ccc(-c2nsc(SCC(=O)NCC3CCCO3)n2)cc1 (configuration not stated) | -0.2% | -9% | 7.5% | -8% | 11% | -2.1% | 5% | -4% | -4%
CNC(=O)c1ccc(OC2CSC2)cc1 | 1.2% | 2% | 1.1% | 5% | -2% | -4.8% | -1% | 0% | -10%
O=Cc1ccccc1OS(=O)(=O)c1ccccc1 | 6.0% | 6% | 1.5% | 1% | 23% | -12% | 4% | 2% | 0%
COc1ccc(Br)c2oc(S)cc(=O)c12 | 17% | -8% | 5.7% | 0% | 24% | -8.2% | 13% | -5% | -2%
CN(C)CCN(C)Cc1ccc2c(c1)Cc1ccccc1-2 | 0.0% | 17% | · | · | · | -3.7% | · | -3% | -12%
Cc1cccc(C(=O)Nc2ccc(N3CCN(C(=O)c4ccco4)CC3)cc2)c1 | -1.8% | 6% | 13% | -11% | 9% | · | 7% | 1% | 1%
C=CCn1c(SCC(=O)N2CCCC2)nc2scc(-c3cccs3)c2c1=O | -0.2% | -3% | 0.0% | 1% | 4% | -4.3% | 5% | 5% | -2%
CCOc1cc(/C=N/NC(=O)C2CCCC2)ccc1O | -1.7% | 9% | 1.8% | -3% | 36% | · | 52µM* | -4% | -7%
COc1ccc(CCNS(=O)(=O)c2cnc(Cl)c(Br)c2)cc1OC | -0.5% | -10% | -1.2% | -2% | 4% | · | 7% | -4% | -10%
Cc1cc(-c2ccc(C)c(S(=O)(=O)N3CC(=O)Nc4ccccc43)c2)on1 | 3.2% | 7% | 1.7% | -4% | 3% | · | 11% | -3% | -10%
CCOC(=O)/C(=N/Nc1ccccc1)Sc1nnnn1-c1ccc(C)cc1 | -3.6% | -13% | 2.4% | -6% | 12% | -4.7% | -4% | -6% | 2%
C(=N\N1CCN(C2c3ccccc3-c3ccccc32)CC1)/c1ccncc1 | -3.2% | -13% | 7.4% | -12% | 12% | -4.8% | 13% | 2% | 1%
O=C(Nc1ccc(Cl)cc1)Nc1nnc(CSCc2ccccc2)s1 | 0.9% | 18% | ? | -7% | -1% | 0.7% | 0% | 8% | -5%
CC(=O)NC(CCS(C)(=O)=O)C(=O)N1CCc2ccccc21 (configuration not stated) | 4.0% | -4% | 0.9% | -7% | 1% | -0.7% | 3% | 6% | -5%
O=C(NC1CCS(=O)(=O)C1)C1CCCN(S(=O)(=O)c2ccc(Cl)cc2)C1 (configuration not stated) | 1.3% | 6% | 0.1% | 7% | 5% | -14% | 5% | 3% | -13%
N/C(=N\OC(=O)CSc1ccccc1)c1ccncc1 | -0.4% | 6% | 0.5% | -6% | -24% | · | 6% | 5% | -7%
COc1cc(/C=N/n2c(-c3cc(C)[nH]n3)n[nH]c2=S)cc(OC)c1O | -0.6% | -43% | 0.9% | -1% | 25% | · | 69µM* | 6% | -6%
CCSc1nnc(NC(=O)CSc2nccn2-c2cccc(C)c2)s1 | 0.5% | 3% | 2.0% | -3% | 7% | -5.9% | 5% | -3% | -8%
O=C(C1CCN(S(=O)(=O)c2cccs2)CC1)N(c1ccccn1)C1CCCCC1 | -0.1% | 20% | -0.3% | -2% | 9% | -9.6% | 2% | -1% | -2%
O=C(N/N=C/c1ccc2c(c1)OCO2)c1ccc(NC(=O)c2ccc(F)cc2)cc1 | -1.5% | 38% | 1.4% | 2% | 4% | · | 7% | -9% | -11%
Cn1c(=O)[nH]c(=O)c2c1nc(N)n2Cc1ccccc1 | -0.4% | 14% | 1.1% | 1% | 8% | · | 5% | -1% | -6%
Cc1c(C=O)c2ccccn2c1C(=O)c1ccccc1Cl | -0.4% | 14% | 2.8% | -2% | 2% | · | · | -2% | 3%
COCCNC(=O)CC(=O)N/N=C/c1ccc(C(=O)OC)cc1 | -1.5% | -2% | 1.9% | 0% | 10% | -0.1% | -2% | 1% | -7%
CC(=O)c1c(C)[nH]c(C(=O)OCC(=O)Nc2sc3c(c2C#N)CCCC3)c1C | 2.6% | -4% | 2.3% | -10% | 3% | -2.6% | 10% | -2% | -2%

A stretch from further up:
SMILES | HIV fusion peptide | AID2073 | RSV antiviral HEp-2 | Dengue-2 NS5 capping | Large T inhibition | XIAP displacement | MgcRacGAP inhibition | Siah-1 displacement | LYP inhibition | others
CC(=O)N1CCN(S(=O)(=O)c2ccc(C)cc2)C1c1ccc(N(C)C)cc1 (configuration not stated) | 0.5% | 0% | 2.3% | -1% | 18% | 3.7% | -8% | 0% | -9%
c1ccc(CNn2c(N3CCOCC3)nc3ccccc32)cc1 | -1.1% | 2% | · | 2% | -5% | -12% | 12% | -1% | 5%

Compounds above with an aryl thioether with sulfur outside any ring:
SMILES | HIV fusion peptide | AID2073 | RSV antiviral HEp-2 | Dengue-2 NS5 capping | Large T inhibition | XIAP displacement | MgcRacGAP inhibition | Siah-1 displacement | LYP inhibition | others
CC(C)Cn1c(N)c(C(=O)CSc2nnnn2C)c(=O)n(C)c1=O | 3.4% | 4% | 1.9% | -7% | 4% | -3.8% | 6% | 3% | -12%
C=CCSc1nnc(-c2nnc(SCC=C)n2-c2ccccc2)n1-c1ccccc1 | -2.9% | -22% | 0.1% | 6% | 4% | -2.6% | 6% | -1% | -6%
COc1ccc(-c2nsc(SCC(=O)NCC3CCCO3)n2)cc1 (configuration not stated) | -0.2% | -9% | 7.5% | -8% | 11% | -2.1% | 5% | -4% | -4%
C=CCn1c(SCC(=O)N2CCCC2)nc2scc(-c3cccs3)c2c1=O | -0.2% | -3% | 0.0% | 1% | 4% | -4.3% | 5% | 5% | -2%
N/C(=N\OC(=O)CSc1ccccc1)c1ccncc1 | -0.4% | 6% | 0.5% | -6% | -24% | · | 6% | 5% | -7%
CCSc1nnc(NC(=O)CSc2nccn2-c2cccc(C)c2)s1 | 0.5% | 3% | 2.0% | -3% | 7% | -5.9% | 5% | -3% | -8%
